GPR151 activ = activators of human GPR151, primary screen, cell-based, PathHunter beta-arrestin, luminescence | G-protein coupled receptor 151 (Homo sapiens), Q8TDV0 | PathHunter beta-arrestin GPR151 cells | activation, % at 11.2 µM | actives 1% (n = 650,000) | AID 1508602, 2020; in the data active = activation above about 4.9%;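 also: 0% = median of compound wells and 100% = cells with positive control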
Target sequence (Q8TDV0 whole entry, looked up): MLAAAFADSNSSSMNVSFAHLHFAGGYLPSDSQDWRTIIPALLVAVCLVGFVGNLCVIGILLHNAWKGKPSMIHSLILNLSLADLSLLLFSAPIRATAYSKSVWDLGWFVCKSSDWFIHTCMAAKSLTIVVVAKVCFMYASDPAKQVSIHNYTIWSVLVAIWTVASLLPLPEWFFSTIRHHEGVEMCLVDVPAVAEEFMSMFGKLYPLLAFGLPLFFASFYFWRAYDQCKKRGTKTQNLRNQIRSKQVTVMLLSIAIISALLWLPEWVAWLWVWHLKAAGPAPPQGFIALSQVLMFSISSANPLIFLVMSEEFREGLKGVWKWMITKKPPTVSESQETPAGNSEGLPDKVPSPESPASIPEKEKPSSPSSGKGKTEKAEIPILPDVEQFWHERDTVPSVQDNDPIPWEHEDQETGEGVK
FBW7 act = FBW7 E3 ligase activators, primary screen, biochemical, AlphaScreen, human; actives 0.13% (n = 650,000); AlphaScreen FBW7–phospho-cyclin E peptide binding, activator screen; F-box/WD repeat-containing protein 7 (Homo sapiens), Q969H0; normalized activity (activation), % at 26.1 µM; in the data active = normalized activity above about 1.9%;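 also: purified mutant Fbw7 with reduced substrate affinity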
MITF primary = MITF inhibitors, primary screen, biochemical, AlphaScreen, human; Microphthalmia-associated transcription factor (Homo sapiens), O75030; AlphaScreen MITF homodimerization, bead proximity signal; inhibition, % at 2.6 µM; actives 0.91% (n = 650,000); AID 1259374, 2018; in the data active = inhibition above about 50%;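 also: 0% = vehicle wells with protein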
Target sequence (O75030 whole entry, looked up): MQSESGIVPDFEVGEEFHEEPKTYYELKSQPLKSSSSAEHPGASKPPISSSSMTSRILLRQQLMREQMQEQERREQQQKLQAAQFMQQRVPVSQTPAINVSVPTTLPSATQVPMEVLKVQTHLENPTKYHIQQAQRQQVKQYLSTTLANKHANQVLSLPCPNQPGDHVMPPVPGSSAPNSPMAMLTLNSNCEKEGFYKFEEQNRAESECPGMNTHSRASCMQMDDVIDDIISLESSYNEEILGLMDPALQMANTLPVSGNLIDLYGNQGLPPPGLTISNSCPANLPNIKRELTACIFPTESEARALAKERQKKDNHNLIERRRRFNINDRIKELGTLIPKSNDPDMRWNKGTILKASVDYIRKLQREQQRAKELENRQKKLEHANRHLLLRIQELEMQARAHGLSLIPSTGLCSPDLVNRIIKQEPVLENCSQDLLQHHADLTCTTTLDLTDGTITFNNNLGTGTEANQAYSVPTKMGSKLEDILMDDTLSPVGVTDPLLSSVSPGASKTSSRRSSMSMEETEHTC
TEAD-YAP inh = TEAD-YAP interaction inhibition, primary screen, TEAD-YAP interaction inhibitor project, luminescence, HEK-TIYL cells; AID 1259422, 2018; actives 1.4% (n = 640,000); TEAD-Gal4/YAP UAS-luciferase luminescence; inhibition, % at 9.12 µM; in the data active = inhibition above about 32%;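 also: 0% = median of test compound wells and 100% = reference inhibitor wells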
Active calls of the source: *. Not a hit list; any-hit rate near 3.4%.

cpd	Structure	GPR151 activ	FBW7 act
1	COc1ccc([N+](=O)[O-])cc1NC(=O)C1(S(=O)(=O)c2ccc(Cl)cc2)CC1	1.5	-0.2
2	C=CCN=C1SCC(=O)N1S(=O)(=O)c1ccc(C)cc1	-0.3	0.8
3	COc1ccc(CNC(=O)COC(=O)c2ccc(Cl)c(N)c2)cc1OC	-0.1	0.1
4	COc1ccc(C2C(C#N)=C(N)OC3=C2C(=O)CC(C)(C)C3)c(CSc2ccccn2)c1 (centres undefined)	-0.5	0.8
5	CC1=C(C(=O)OCC(F)(F)F)C(c2ccc(Cl)cc2)NC(=O)N1 (centres undefined)	1.1	-0.1
6	O=C(Nc1ccc([N+](=O)[O-])cc1Br)C1CC12CCC2 (centres undefined)	-0.2	-0.4
7	O=NN(CCN(Cn1nnc2ccccc21)N=O)Cn1nnc2ccccc21	-0.5	-0.1
8	Cc1cc(Cl)ccc1N=Cc1nc(-c2ccc([N+](=O)[O-])cc2)oc1O	1.8	-0.1
9	C/C(=C\c1ccccc1)CN1CCC(C(=O)N2CCCCC2)CC1	-0.8	-0.3
10	CCOC(=O)c1cccc(NC(=O)Cc2c(C(=O)O)[nH]c3ccc(Cl)cc23)c1	1.9	0.0
11	Clc1cc(Cl)cc(Nc2ccc(-c3cccnc3)cn2)c1	1.0	-0.5
12	CC(C)CC1NC(=O)N(CC(=O)Nc2ccc(OC(F)F)cc2)C1=O (centres undefined)	0.6	-0.1
13	N#Cc1c(Nc2ccccc2)c(/C=N/N=C2CCCCC2)c[nH]c1=O	0.9	0.3
14	Cc1ccc(OCC(=O)N2CC(C)CC(C)C2)c([N+](=O)[O-])n1 (centres undefined)	-1.6	0.0
15	Cc1cc(C)n(-c2ccc(CCl)cc2)n1	-0.3	0.1

cpd	MITF primary	TEAD-YAP inh
1	8	10
2	19	-15
3	12	7
4	20	-5
5	6	7
6	-14	14
7	-9	-1
8	-1	-6
9	45	7
10	39	0
11	12	-4
12	-10	-2
13	18	-2
14	-5	7
15	-1	13

(listing goes on)
cpd	Structure	GPR151 activ	FBW7 act
16	COc1ccc(C(=O)N/C(=C\c2cc(Br)cs2)C(=O)N2CC3CC(C2)c2cccc(=O)n2C3)cc1 (centres undefined)	0.0	-0.1
17	CC(=O)c1ccc(NC(=O)CSc2nnc3c(C)cc4ccccc4n23)cc1	0.2	0.5
18	O=C(NNC(=O)C12CC3CC(CC(C3)C1)C2)c1ccc(Cl)cc1	1.1	-0.1
19	Cc1cc(C)c2c(N)c(C(=O)c3ccc(Cl)c(Cl)c3)sc2n1	-0.4	-0.1
20	O=C(Nc1ccc(Cl)c(-c2nc3ccccc3o2)c1)c1cccnc1	0.7	0.1
21	CC(=O)Nc1ncc(Cc2cccc(Cl)c2Cl)s1	1.1	-0.2
22	O=C(N[C@H]1C[C@H]2C(=O)N[C@H](Cc3ccccc3)C(=O)N2C1)c1ccc(F)c(C(F)(F)F)c1	1.0	0.1
23	COc1ccc(Cl)cc1S(=O)(=O)N1CCCCCC1	1.8	0.1
24	CCOc1ccc(CCNS(=O)(=O)c2cc(-c3nnc(Nc4cccc(Cl)c4)c4ccccc34)ccc2C)cc1OCC	-1.2	-0.1
25	COc1cc2c(cc1NC(=O)CN1C(=O)NC(C)(CC(C)C)C1=O)oc1ccccc12 (centres undefined)	-1.7	0.1
26	CCOc1ccccc1-n1c(=S)sc2c(=O)n(-c3ccccc3F)c(SCC(=O)Nc3cccc(OC)c3)nc21	0.1	-0.1
27	O=C(NCc1cccnc1)c1ccc2nc(N3CCCC3CO)sc2c1 (centres undefined)	1.4	0.1
28	O=C(N/N=C/c1ccccc1O)c1cccc(N2CCCC2=O)c1	1.1	0.1
29	CCSC1=C(C#N)C(c2ccc(Br)cc2)CC(=O)N1 (centres undefined)	-0.9	-0.1
30	COc1ccc(Cl)cc1C(=O)Nc1ccc2c(c1)C(=O)Nc1cc(C)ccc1O2	-0.6	-0.1

cpd	MITF primary	TEAD-YAP inh
16	-2	-4
17	4	15
18	-9	-10
19	-3	1
20	15	-3
21	-7	-8
22	-10	7
23	3	-3
24	3	10
25	5	-13
26	-3	0
27	-3	0
28	18	-32
29	-2	2
30	14	4

The list goes on:
cpd	Structure	GPR151 activ	FBW7 act
31	CC1CCC(NC(=O)c2nnc(Cc3c(F)cccc3Cl)o2)CC1 (centres undefined)	0.0	0.9
32	COc1ccc(NC(=O)c2cc3cccc(OC)c3oc2=O)c(OC)c1	-1.1	0.2
33	CCOc1ccc(-c2cnc3n2CCCCC3)cc1	0.5	0.3
34	CCCCNc1ncnc2c1[nH]c1ccc(F)cc12	2.3	0.7
35	CNC(=S)N/N=C(/C)c1ccc([N+](=O)[O-])cc1	1.3	0.4
36	Cc1ccc2c(CN3C(=O)c4ccccc4C3=O)cc(=O)oc2c1	-1.7	0.1
37	Cc1ccc(NS(=O)(=O)CCOc2ccccc2)cc1F	-2.2	0.7
38	COc1ccc2oc(=N)c(C(N)=O)cc2c1	0.8	0.1
39	Cc1nc(NC(=O)CSc2nc3cccnc3n2-c2ccc(F)cc2)sc1C	1.5	0.2
40	Cc1cccc(OC(=O)c2ccc(Br)o2)c1-n1nc2ccccc2n1	-5.3	0.2
41	COc1cc(C2C(C#N)=C(N)OC3=C2C(=O)CCC3)cc(OC)c1OC(C)=O (centres undefined)	2.4	-0.1
42	CC(Oc1cccc(Cl)c1)C(=O)Nc1sc2c(c1C(=O)Nc1cccc3ccccc13)CCCC2 (centres undefined)	2.7	0.6
43	C=CCNC(=O)/C(=C/c1ccc2c(c1)OCO2)NC(=O)c1ccc(Br)cc1	0.5	0.0
44	CCCc1nc(SCC(N)=O)c2ccccc2n1	-0.2	-1.0
45	CCCCC(=O)Nc1ccc(C(=O)Nc2cc(C)on2)cc1	-1.7	0.4

cpd	MITF primary	TEAD-YAP inh
31	20	-8
32	9	14
33	4	-3
34	18	43*
35	13	10
36	0	4
37	3	39*
38	-12	-11
39	-2	17
40	9	-50
41	8	-2
42	6	4
43	10	8
44	10	11
45	7	0

The list continues.
cpd	Structure	GPR151 activ	FBW7 act
46	NC(=O)c1ccc(NC(=O)CCCc2nc(-c3ccc(Cl)cc3)no2)cc1	-0.4	0.5
47	CC(=O)Nc1cccc(NS(=O)(=O)c2ccc(F)c(F)c2F)c1	2.2	0.0
48	Cc1cc(NS(=O)(=O)c2c[nH]c3ccc([N+](=O)[O-])cc23)ccc1Br	1.6	0.5
49	O=C(Nc1ccccn1)c1cc2ccccc2o1	-9.6	-0.2
50	CC(=O)c1ccc(N2CCN(C(=O)c3ccccc3Br)CC2)c(F)c1	0.2	0.0
51	Cc1cc(N2C(=O)c3ccc(C(=O)Nc4cccnc4Cl)cc3C2=O)no1	-0.1	0.1
52	CCOC(=O)C1=C(COC(=O)CNS(=O)(=O)c2ccc(C)c(C)c2)NC(=O)NC1C (centres undefined)	3.5	0.1
53	COc1ccc(NC(=O)NCCN2CCN(c3cccc(Cl)c3)CC2)cc1	0.0	0.0
54	CC(C)c1onc(C(=O)N2CCOCC2)c1[N+](=O)[O-]	0.1	0.0
55	COC(=O)c1sc(NC(=O)CSc2ncnc3ccccc23)c(C(=O)OC)c1C	1.6	0.0
56	CCOC(=O)C1(Cc2ccc(OC)cc2)CCN(C(=O)C(=O)c2ccccc2)CC1	1.4	0.1
57	COCCN(C(=O)CC(C)(C)C)c1nnc(-c2cccnc2)s1	-6.2	1.0
58	Cn1/c(=N/C(/N=c2\sc3ccccc3n2C)c2ccc(Br)cc2)sc2ccccc21 (centres undefined)	-0.2	-0.1
59	O=C(Nc1cccc(Cl)c1)Nc1ccccc1SC(F)(F)C(F)(F)F	0.8	0.4
60	O=C(Nc1ccccc1C(=O)NCCCO)c1ccco1	1.4	-0.2

cpd	MITF primary	TEAD-YAP inh
46	5	6
47	8	7
48	2	-1
49	11	71*
50	12	-4
51	6	9
52	-4	-4
53	7	7
54	-9	2
55	-2	1
56	-11	-14
57	25	-4
58	6	0
59	-14	11
60	3	-4

Other records.
cpd	Structure	GPR151 activ	FBW7 act
61	Cc1cc(NC(=O)c2sc3nc4c(cc3c2N)CC(C)CC4)no1 (centres undefined)	0.7	0.0
62	C=CCNC(=S)N(CCc1ccccc1)Cc1ccccc1	-0.1	0.0
63	CCOc1ccc(/C=N/n2c(C)nnc2C)cc1OC	0.4	0.0
64	CC1(C)CC(=O)C2=C(C1)N(c1ccccc1)C(N)=C(C#N)C2c1ccccc1 (centres undefined)	0.8	0.0
65	CCCCc1ccc(Nc2nc(CC(=O)O)cs2)cc1	0.1	-0.1
66	COc1ccc(NC(=O)CSc2nnc(-c3cccs3)n2C)cc1	-0.3	0.4
67	Cc1nc(N2CCCCC2)c2c3c(sc2n1)CCCC3	0.3	0.1
68	Cn1ncc2c(N3CCOCC3)nc(NCc3ccccc3Cl)nc21	0.4	-0.2
69	CCCCOC(=O)c1c(N)n(CCOC)c2nc3ccccc3nc12	1.7	0.2
70	CC(=O)c1cccc(NS(=O)(=O)c2c(C)n[nH]c2C)c1	-1.2	0.0
71	COc1cccc(-c2nnc(SCc3cc(C(=O)O)ccc3C)o2)c1	-0.3	0.6
72	O=C(NNC(=O)C(c1ccccc1)c1ccccc1)c1ccccc1O	1.5	-0.4
73	CCOC(=O)C1C(=O)C=C(c2ccc(F)cc2)CC1c1ccc(OC)cc1 (centres undefined)	2.3	0.0
74	CC1CN=C(N(C)C(=O)Nc2cccc(Cl)c2)S1 (centres undefined)	-0.7	-0.1
75	Cc1ccc(OCCCNCCO)c(C)c1	3.7	0.1

cpd	MITF primary	TEAD-YAP inh
61	-6	-12
62	-5	-13
63	6	8
64	-10	-9
65	-4	-42
66	20	0
67	40	8
68	4	-5
69	3	15
70	-1	0
71	18	1
72	-9	0
73	-7	2
74	2	-20
75	9	9

Single entries from above:
In FBW7 act, COc1ccc(NC(=O)CSc2nnc(-c3cccs3)n2C)cc1 is listed with 0.4
In FBW7 act, CC(=O)c1cccc(NS(=O)(=O)c2c(C)n[nH]c2C)c1 is listed with 0.0
In FBW7 act, CC1CN=C(N(C)C(=O)Nc2cccc(Cl)c2)S1 (centres undefined) is listed with -0.1
In TEAD-YAP inh, CCCCOC(=O)c1c(N)n(CCOC)c2nc3ccccc3nc12 is listed with 15
In GPR151 activ, CC1(C)CC(=O)C2=C(C1)N(c1ccccc1)C(N)=C(C#N)C2c1ccccc1 (centres undefined) is listed with 0.8

More results.
cpd	Structure	GPR151 activ	FBW7 act
76	O=S(=O)(c1ccccc1)N1CCCC(c2ccn[nH]2)C1 (centres undefined)	0.1	-0.1
77	CN(C)c1ccc(/C=C/C(=O)c2ccc3c(c2)OCO3)cc1[N+](=O)[O-]	-0.5	0.0
78	CC1CN(C(=O)/C(=C/c2cn(-c3ccccc3)nc2-c2ccc(Cl)cc2)NC(=O)c2ccccc2)CC(C)O1 (centres undefined)	0.2	-0.2
79	O=C(O)CCCn1cnc2ccccc2c1=O	0.3	0.0
80	CC#CC(=O)NCC1Cc2cccc(-c3ncccn3)c2O1 (centres undefined)	-0.7	0.2
81	O=C(CSc1cccc[n+]1[O-])Nc1cc2c(cc1Cl)C(=O)c1ccccc1C2=O	-0.4	-0.1
82	CCCOc1ccc(C2C(C(=O)OCC)C(=O)CC(C)(O)C2C(=O)OCC)cc1 (centres undefined)	-0.2	0.1
83	CC(=O)N(C1=C(N2CCCCC2)C(=O)c2ccccc2C1=O)c1cccc(F)c1	-1.1	-0.3
84	OCCNc1nc(Nc2ccc(Cl)c(Cl)c2)nc2ccccc12	2.2	-0.4
85	C=CCOc1ccc(/C=C2\SC(=S)N(CC)C2=O)cc1	-2.2	-0.1
86	COc1cc(/C=C2\SC(=Nc3cccc(C(=O)O)c3)N(C)C2=O)ccc1OCC(=O)O	-0.2	-0.2
87	COCCNc1c(-c2ccc(OC)cc2)nc2ccc(Cl)cn12	1.0	0.1
88	Cc1ccccc1NC(=O)c1c(NC(=O)c2ccccc2F)sc2c1CCC(C)C2 (centres undefined)	0.3	0.0
89	COC(=O)c1cc2occc2n1Cc1ccccc1F	2.5	-0.1
90	Cc1ccsc1CN(CCO)Cc1ccccc1	0.3	0.0

cpd	MITF primary	TEAD-YAP inh
76	12	-1
77	17	11
78	-2	-8
79	7	3
80	7	0
81	4	-12
82	5	6
83	32	11
84	7	17
85	6	-3
86	-6	-6
87	-12	-61
88	3	6
89	-5	-3
90	22	4

Entries by screen from above:
Compounds 86–89 in FBW7 act, in turn: -0.2, 0.1, 0.0, -0.1
Compounds 86–89 in GPR151 activ, in turn: -0.2, 1.0, 0.3, 2.5

Following part
cpd	Structure	GPR151 activ	FBW7 act
91	COc1ccc(CNC(=O)CN(c2ccc(C)c(Cl)c2)S(=O)(=O)c2ccccc2)cc1	-1.7	0.0
92	CC1=CC(C)(C)NC(=S)N1NC(=O)c1ccccc1C	0.0	0.0
93	Clc1ccc(-c2cnc(Nc3ccccc3)nc2)cc1	-2.9	0.0
94	O=[N+]([O-])c1ccc(NCCCNS(=O)(=O)c2ccc3ccccc3c2)cc1	1.5	-0.2

cpd	MITF primary	TEAD-YAP inh
91	1	-11
92	4	8
93	1	-41
94	16	-2

Compound activity (PubChem)
